3T3 cytotox = Cytotoxic Profiling in NIH 3T3 Cell Line of Diverse Libraries Using Quantitative High-Throughput Screening | Potency, µM (top dose mostly 96.7 µM), for the others: at the highest dose activity change, negative = cytotoxicity, most hits filed as inhibitors | hit rate 4.3% among 94,000 | AID 1345082, 2018 | NIH 3T3 viability, CellTiter-Glo ATP luminescence, 48-72 h; further: potency means the concentration at half of the fitted maximal effect; nearly all actives have a fitted effect of over 55% in size
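ATP-dependent luminescence (CellTiter-Glo) served as the viability signal for NIH 3T3 cells treated with compound for 48 or 72 hr at 37 °C.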
IP6K1 inh = Primary qHTS assay for small molecule inhibitors of Inositol hexaphosphate kinase 1 (IP6K1); Inositol hexakisphosphate kinase 1 (Homo sapiens), Q92551; IP6K1 kinase, ADP-Glo luminescence, 2 h; active compounds read low; activity change, % (series mostly up to about 58 µM); hit rate 0.81% among 140,000; AID 1645851, 2021; in the data active means activity change below about -25%
Target sequence (Q92551 whole entry, looked up): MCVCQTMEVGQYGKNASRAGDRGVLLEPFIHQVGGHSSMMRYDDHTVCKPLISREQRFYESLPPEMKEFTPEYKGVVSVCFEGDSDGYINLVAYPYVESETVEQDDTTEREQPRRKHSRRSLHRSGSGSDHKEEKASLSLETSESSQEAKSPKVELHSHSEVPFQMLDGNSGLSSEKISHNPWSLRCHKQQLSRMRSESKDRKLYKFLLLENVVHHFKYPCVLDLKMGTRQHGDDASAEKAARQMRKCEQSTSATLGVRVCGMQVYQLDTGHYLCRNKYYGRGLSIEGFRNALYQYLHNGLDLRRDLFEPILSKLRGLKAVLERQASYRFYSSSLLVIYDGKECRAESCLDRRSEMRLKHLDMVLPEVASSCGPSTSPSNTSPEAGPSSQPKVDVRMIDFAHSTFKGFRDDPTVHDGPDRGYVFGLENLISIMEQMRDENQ
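ADP-Glo luminescence measures ADP made by human IP6K1 during a 2 h RT reaction with ATP/IP6 (mix at 1.3 mM/130 uM); top library doses 57.5 and 19.1 uM final.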
FLuc inh = Firefly luciferase inhibition profiling of diverse chemical library using quantitative high-throughput screening; Luciferin 4-monooxygenase (Photinus pyralis), P08659; purified P. pyralis luciferase, luminescence, biochemical; Potency, µM (doses to about 115 µM), for the others: at the highest dose activity change, negative = inhibition, usual class: inhibitors; hit rate 2.5% among 76,000; further: potency means the concentration at half of the fitted maximal effect; nearly all actives have a fitted effect of over 65% in size
Target sequence (P08659 whole entry, looked up): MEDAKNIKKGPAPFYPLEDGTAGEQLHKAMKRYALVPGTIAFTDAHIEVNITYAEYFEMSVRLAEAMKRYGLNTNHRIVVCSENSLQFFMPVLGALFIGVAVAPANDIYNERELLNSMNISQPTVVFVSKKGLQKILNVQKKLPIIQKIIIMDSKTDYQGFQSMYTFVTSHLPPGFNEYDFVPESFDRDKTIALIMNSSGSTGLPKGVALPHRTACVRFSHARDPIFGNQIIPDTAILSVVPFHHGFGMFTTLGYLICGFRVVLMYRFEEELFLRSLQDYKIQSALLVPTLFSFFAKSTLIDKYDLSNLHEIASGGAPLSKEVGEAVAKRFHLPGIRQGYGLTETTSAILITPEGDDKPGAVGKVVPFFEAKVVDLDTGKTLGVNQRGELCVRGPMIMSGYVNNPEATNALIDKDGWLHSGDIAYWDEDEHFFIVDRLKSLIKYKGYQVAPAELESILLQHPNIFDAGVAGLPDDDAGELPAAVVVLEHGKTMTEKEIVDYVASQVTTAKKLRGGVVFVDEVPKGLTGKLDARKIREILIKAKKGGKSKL
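Purified 10nM P. pyralis luciferase with 10uM D-luciferin and 10uM ATP in 50mM Tris acetate pH 7.5, 10mM Mg acetate, 0.01% Tween-20, 0.05% BSA. qHTS titration; luminescence read by CCD imager.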
SNCA viab count = GF-AFC viability counterscreen for inhibitors of alpha-synuclein gene (SNCA) expression. HEK-293-SNCA-luc viability, GF-AFC fluorescence, 24 h. Potency, µM (series often up to 57.1 µM), without a hit: at the top dose activity change, negative = cytotoxicity, hits mostly cytotoxic. hit rate 0.12% among 150,000;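 further: potency means the concentration at half of the fitted maximal effect; 0% = DMSO-treated cells and -100% = medium-only wells without cells; nearly all actives have a fitted effect of over 30% in size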
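HEK-293-SNCA-luc cells (1500/well) plated 24 h, then exposed 24 h to a dilution series; GF-AFC added 30 min at 37C, fluorescence 405/540 nm; normalised to medium-only and DMSO wells, Hill fit.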
GPT2 inhibitor = Primary qHTS assay for inhibitors of Glutamate pyruvate transaminase 2 (GPT2); Alanine aminotransferase 2 (Homo sapiens), Q8TD30; Recombinant GPT2, coupled pyruvate oxidase/HRP Amplex Red fluorescence; Potency, µM (highest dose often 57.7 µM), for inactives: top-dose activity change, negative = inhibition, most hits filed as inhibitors; hit rate 0.25% among 100,000; further: potency means the concentration at half of the fitted maximal effect; nearly all actives have a fitted effect of over 60% in size; many of its hits are not listed in these tables
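Inhibition is scored from Amplex Red fluorescence generated when pyruvate oxidase and HRP act on pyruvate released by GPT2. Reactions contain 10ng/uL enzyme, 250uM a-KG and 2mM L-alanine and run 30 min at room temperature.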
HEK293 tox = Cytotoxic Profiling in HEK 293 Cell Line of Diverse Libraries Using Quantitative High-Throughput Screening; HEK 293 viability, ATP luminescence (CellTiter-Glo), 48-72 h; Potency, µM (series often up to 115 µM), without a hit: at the top dose activity change, negative = cytotoxicity, hits mostly inhibitors; hit rate 6.6% among 94,000; further: potency means the concentration at half of the fitted maximal effect; nearly all actives have a fitted effect of over 60% in size
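Cytotoxicity was scored by loss of ATP-coupled luminescence (CellTiter-Glo) in HEK 293 cells. Compound treatment ran 48 or 72 hr at 37 degree Celsius, 5% CO2, 95% humidity.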
SNCA expr inhib = Primary qHTS assay for inhibitors of alpha-synuclein gene (SNCA) expression; HEK-293 SNCA-luciferase knock-in, luminescence, 24 h; Potency, µM (doses to about 57.2 µM), without a hit: at the highest dose activity change, negative = inhibition, most hits filed as inhibitors; hit rate 0.17% among 140,000;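 further: potency means the concentration at half of the fitted maximal effect; plate controls were DMSO cells for no effect and cell-free wells for full effect; nearly all actives have a fitted effect of over 45% in size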
The depositor's hits bear a star; i = inactive; ? = inconclusive; nt = no result given; [ ] = dose if it differs, or a comment. Unless noted, the call rests on the fitted dose curve; in most records, active means well fitted curve in the direction sought with a large enough effect; inconclusive means small, poorly fitted or top-dose-only effect, or another doubt; inactive means no such curve, though single readings can be large; an effect the other way counts as inactive or inconclusive. Unless noted, on the % scale 0 is the no-effect control and ±100 the full control effect.

compound | 3T3 cytotox | IP6K1 inh | FLuc inh | SNCA viab count | GPT2 inhibitor | HEK293 tox | SNCA expr inhib
O=C(NC[C@H]1OC[C@@H](NCc2cccnc2)[C@@H]1O)C1CC1 | -5%[230 µM] | 10 | 14%[230 µM] | 2%[87.6 µM] | 4%[88.5 µM] | -5%[230 µM] | -14%[87.6 µM]
C[C@]1(OC(=O)/C=C/c2ccc(O)cc2)C[C@@H](O)[C@]2(O)C=CO[C@@H](O[C@@H]3O[C@H](CO)[C@@H](O)[C@H](O)[C@H]3O)C12 (some centres not stated) | nt | 9 | nt | -9%[23.9 µM] | i | nt | nt
CCOc1cccc(CNC(=O)CC2CCCCN(Cc3ccccc3)C2=O)c1 (configuration not stated) | ? | 26 | 2% | -16% | -4% | ? | -20%
COCC1CN(C(C)=O)CC12CCN(C(=O)NCc1ccccc1)CC2 (configuration not stated) | -16% | 4 | -14% | -1% | -21% | -9% | 3%
COc1ccc(CCNC(=O)c2ccc3oc(-c4ccccn4)nc3c2)cc1 | ? | -5 | nt | 4% | i | ? | 17%
Cc1ccc(NS(=O)(=O)c2ccc3c(c2)CC(=O)N3)cc1Cl | nt | 21 | nt | -3% | nt | nt | -1%
CN(CC1CCOC1)S(=O)(=O)Cc1cccc(Cl)c1 (configuration not stated) | i | 10 | 10% | -5% | -8% | -3% | 30%[activator]
C[C@H]1[C@@H]2[C@@H](O)C([C@H](C)C(=O)N(C)Cc3ccccc3)CC[C@@]2(C)CC[C@@H]1NC(=O)c1ccccn1 (some centres not stated) | ? | 2 | -2% | 6% | 1% | ? | -17%
O=C(c1ccc(Cl)cc1)N1CCC(N2Cc3cccn3C2=O)CC1 | ? | -13 | nt | 5% | -2% | -9% | -23%
COc1ccc(NC(=O)C(=O)NCCc2ccccc2)cc1OC | nt | -1 | nt | -9% | nt | nt | 71%[activator]
COc1cc(-c2nc(CN3CCCC(CN)C3)c(C)o2)cc2c1OCO2 (configuration not stated) | ? | 13 | -5% | -7% | ? | 40µM* | 5%
O=C(Nc1ccccc1)c1ccc2c(c1)OCCN(c1ccccc1)C2 | -63%[138 µM] | 1 | ? | -26%[87.6 µM] | -11%[88.5 µM] | 112µM* | 77%[activator][87.6 µM]
CC(C)c1noc(-c2cn(C3CCCN(C(=O)c4ccc(Cl)s4)C3)nn2)n1 (configuration not stated) | -24% | 12 | 8% | 7% | -10% | ? | -11%
CN(Cc1ccccn1)Cc1cccn1C | -9%[174 µM] | 0 | -2%[230 µM] | 4%[87.6 µM] | i | -5%[230 µM] | 4%[87.6 µM]
Cc1ccsc1C(=O)N1[C@@H]2CC[C@H]1CC(NC(=O)c1ccncc1)C2 (some centres not stated) | -29% | 19 | -4% | 4% | i | -24% | 12%
Cc1ccc(-c2nnc3ccc(N4CCCCC4)nn23)nc1 | ? | -4 | 2%[172 µM] | 0%[87.6 µM] | 2%[88.5 µM] | -11%[172 µM] | 2%[87.6 µM]
Cc1ccc(C2=NC3(CCN(C(=O)CCc4ccccc4)CC3)ON2)cc1 | -22% | -8 | -5% | -3% | i | -24% | ?
CC(C)c1ccc(C(=O)N2C3CCCC2CC(=O)C3)cc1 | -22%[138 µM] | 5 | -2%[172 µM] | -3%[87.6 µM] | i | ? | -1%[87.6 µM]
CN1CC(=O)N(C2CCCNC2)Cc2c1ncnc2N1CCc2ccccc2C1 (configuration not stated) | 5% | -15 | nt | 6% | i | -1% | 109%[activator]
Cc1ccc(F)cc1S(=O)(=O)N[C@@H]1CCN(Cc2ccc(OC(C)C)cc2)C1 | nt | -1 | nt | 9.5µM* | 3% | nt | nt

The list goes on (4 carried over from the part before).
compound | 3T3 cytotox | IP6K1 inh | FLuc inh | SNCA viab count | GPT2 inhibitor | HEK293 tox | SNCA expr inhib
Cc1ccc(C2=NC3(CCN(C(=O)CCc4ccccc4)CC3)ON2)cc1 | -22% | -8 | -5% | -3% | i | -24% | ?
CC(C)c1ccc(C(=O)N2C3CCCC2CC(=O)C3)cc1 | -22%[138 µM] | 5 | -2%[172 µM] | -3%[87.6 µM] | i | ? | -1%[87.6 µM]
CN1CC(=O)N(C2CCCNC2)Cc2c1ncnc2N1CCc2ccccc2C1 (configuration not stated) | 5% | -15 | nt | 6% | i | -1% | 109%[activator]
Cc1ccc(F)cc1S(=O)(=O)N[C@@H]1CCN(Cc2ccc(OC(C)C)cc2)C1 | nt | -1 | nt | 9.5µM* | 3% | nt | nt
COc1nccnc1NC1CCN(C(=O)c2ccco2)CC1 | -13% | 10 | -3% | 3% | i | -7% | 3%
FC(F)(F)c1ccc(CN2CC[C@H](c3nc4ccccc4[nH]3)C2)cc1 | 28µM* | 2 | 0%[172 µM] | -14%[87.6 µM] | -15%[88.5 µM] | 35µM* | -26%[87.6 µM]
Cc1ccc(C(=O)N2CCC(N3C[C@H](O)C[C@H]3C(=O)NC3CCCCC3)CC2)cn1 | -10% | 1 | -8% | -7% | 2% | -4% | 17%
O=C(NCCNC(=O)c1ccc(-c2cncnc2)cc1)Nc1ccccc1F | -14% | 9 | nt | nt | nt | 4% | nt
O=C(Cn1cnc(S(=O)(=O)N2CCCC2)c1)Nc1cccc(Br)c1 | nt | -15 | nt | -12% | nt | nt | -2%
COC(=O)c1cc2oc3ccccc3c2n1Cc1c(C)cc(C)cc1C | nt | -15 | nt | 8% | nt | nt | -6%
Cc1cnc(C(=O)N2CC(Oc3ccccc3-c3nc(C4CC4)no3)C2)cn1 | -23% | -12 | -3% | 4% | -4% | ? | 5%
CCCC(=O)NC[C@@H]1CC[C@H]2C[C@@H]1C2(C)C | ? | -1 | -1%[230 µM] | 1%[87.6 µM] | i | ? | -21%[87.6 µM]
CN1CCN(C(=O)C2CCCN(Cc3cccc(-c4cccs4)c3)C2)CC1 (configuration not stated) | ? | 13 | nt | nt | nt | ? | nt
CCN(CC)C(=O)c1sc2c(c1C)c(=O)n(CCc1ccccc1)c(=O)n2Cc1cccc(Cl)c1 | nt | -15 | nt | -2% | nt | nt | ?
Cc1nc(-n2nc(C)c(Cc3ccc(Cl)cc3)c2C)sc1C(=O)N1CCC(C)CC1 | nt | -23 | nt | 3% | nt | nt | -14%
Cc1ccc(OCC(=O)Nc2nnc(SCc3cc(=O)c4ccccc4[nH]3)s2)cc1C | nt | 2 | nt | -4% | nt | nt | 5%
C1CCC(c2nc(CCOCC3CC3)no2)NC1 (configuration not stated) | 1% | 5 | 8% | -6% | -10% | 0% | -24%
Cc1cc(C(=O)N[C@@H]2CN(Cc3ccccc3)C[C@H]2CO)nn1C | -3% | 10 | -1% | -2% | ? | 5% | 17%
Cc1ccc(-n2cc(-c3ccccc3)c3c(N4CCCCC4)ncnc32)cc1 | nt | 59 | nt | ? | nt | nt | 21%
Cn1nc(C(=O)N2CCC3(CC2)N=C(c2cccc(Br)c2)NO3)c2ccccc21 | ? | -12 | 32% | 0% | -14% | 45µM* | -4%
NC(=O)NS(=O)(=O)c1ccc(Cl)cc1 | nt | 8 | nt | 1%[23.9 µM] | 1% | nt | -43%[25.6 µM]
CCOc1ccccc1NC(=O)N1CCC2(CC1)CC(Cc1nc(-c3ccncc3)no1)CCO2 (configuration not stated) | ? | -3 | 6% | -6% | i | ? | 6%
CNC(=O)c1cc(C2CC2)nc2c1c(C1CCN(C(=O)c3ccc(F)cc3)C1)nn2C (configuration not stated) | -27% | 0 | nt | nt | nt | -16% | nt
CCOc1ccccc1NC(=O)C1CCc2ncc(-c3ccsc3)n2C1 (configuration not stated) | -28% | -3 | 8% | 5% | i | ? | 9%

Looked up one by one from the list above, 3 records:
compound | 3T3 cytotox | IP6K1 inh | FLuc inh | SNCA viab count | GPT2 inhibitor | HEK293 tox | SNCA expr inhib
CCOc1ccccc1NC(=O)C1CCc2ncc(-c3ccsc3)n2C1 (configuration not stated) | -28% | -3 | 8% | 5% | i | ? | 9%
CCCC(=O)NC[C@@H]1CC[C@H]2C[C@@H]1C2(C)C | ? | -1 | -1%[230 µM] | 1%[87.6 µM] | i | ? | -21%[87.6 µM]
O=C(Cn1cnc(S(=O)(=O)N2CCCC2)c1)Nc1cccc(Br)c1 | nt | -15 | nt | -12% | nt | nt | -2%

Carrying on:
compound | 3T3 cytotox | IP6K1 inh | FLuc inh | SNCA viab count | GPT2 inhibitor | HEK293 tox | SNCA expr inhib
COc1ccc(OC)c(NC(=O)Cn2cnc3c(oc4ccccc43)c2=O)c1 | nt | 13 | nt | -4% | nt | nt | 53%[activator]
CNC(=O)N1CCC(Cc2noc(C3CCOCC3)n2)C1 (configuration not stated) | -1% | 8 | -9% | -1% | i | -23% | 11%
Clc1cc(NCC2CC2)n2nccc2n1 | ? | 6 | -3%[230 µM] | 9%[87.6 µM] | -7%[88.5 µM] | ? | 4%[87.6 µM]
COc1ccc(-n2c(=O)c3c(n2Cc2ccccc2)CN(CC2CCOC2)CC3)cc1 (configuration not stated) | ? | 1 | -2%[172 µM] | -14%[87.6 µM] | i | -11%[172 µM] | -10%[87.6 µM]
COc1ccc(CNc2ncnc3c2CN(C2CCNC2)C(=O)CN3C)cc1OC (configuration not stated) | 5% | -15 | nt | -4% | 5% | ? | -23%
COc1ccc(C(=O)N2C[C@@H]3OCC(=O)N(Cc4ccccc4)[C@@H]3C2)cc1 | -26%[174 µM] | -1 | -3%[172 µM] | -14%[87.6 µM] | i | ? | -12%[87.6 µM]
Cn1ncc(CN2CCCC23CCN(c2ccc(C(F)(F)F)cn2)CC3)c1C1CC1 | ? | 9 | -2% | -11% | 3% | ? | 7%
Cc1cccc(N2CCN(C(=O)c3ccc4c(Cl)c5c(nc4c3)CCCC5)CC2C)c1 (configuration not stated) | nt | -1 | nt | 12% | nt | nt | 15%
Cc1ccc(C)c(NC(=O)Cn2c(-c3ccc(F)cc3)nc(C)c(CCO)c2=O)c1 | -10% | 0 | -2% | -2% | i | -9% | 0%
Cc1cc(C(=O)N2CCCC3(CCNCC3)CC2)c2cnn(C(C)C)c2n1 | -11% | 0 | -10% | -19% | ? | -30% | 8%
O=C(CCCCCn1c(=O)[nH]c2ccccc2c1=O)NCCc1ccccc1 | nt | -5 | nt | -2% | nt | nt | -6%
CCOC(=O)C1=C(C)N=C2SC=C(CC(=O)N3CCC(C)CC3)N2C1c1cccc(OC)c1 (configuration not stated) | ? | -9 | -9% | -4% | 2% | ? | 4%
CNC(=O)[C@H]1C[C@H](Oc2ccccc2)CN1Cc1cccc(F)c1 | -23% | 13 | 0% | -5% | i | ? | 17%
Cc1ccccc1CC(=O)N1CCC(Oc2ncccc2C(=O)N2CCCCC2)C1 (configuration not stated) | -10% | 16 | 10% | 4% | -8% | 4% | 1%
O=C(Cn1nc2c(cc1=O)CCCCC2)Nc1cc(F)c(F)c(F)c1 | i | 0 | -1% | -2% | -6% | 5% | 2%

High-throughput results as filed in PubChem.
